Compound activity as filed in PubChem BioAssay.
MgcRacGAP inhibition = MgcRacGAP GTPase-activating activity inhibitors, confirmation, biochemical, ADP Hunter fluorescence; Rac GTPase-activating protein 1 (Homo sapiens); MgcRacGAP-stimulated Rac1 GTP hydrolysis, ADP Hunter fluorescence; higher % means a stronger effect; GST-tagged Rac1 F28L mutant substrate; inhibition, % at 30 µM, or IC50 in µM where a hit was titrated; 340,000 compounds, 0.6% hits; AID 624330, 2012;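 active = first-screen hits whose inhibition reached a set limit at any dose in the follow-up dose series; inconclusive = inhibition above the set first-screen limit but never retested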;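 note: fluorescence reports GDP produced by GAP-driven GTP hydrolysis; strong numbers were not always called active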
GPR55 LPI antagonism = GPR55 antagonists blocking LPI-driven arrestin recruitment, primary screen, imaging, U2OS, beta-arrestin-GFP, LPI agonist (AID 2013) | G-protein coupled receptor 55 (Homo sapiens) | U2OS GPR55 beta-arrestin-GFP translocation imaging, LPI antagonism; higher % means a stronger effect | 290,000 compounds, 0.13% hits | one-dose inhibition, % at 10 µM; IC50 in µM for titrated hits;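 active = spots per cell inhibited over 60%, with over 100 cells counted and total cytoplasm intensity under 500,000; inconclusive = wells with under 100 cells, flagged as likely toxic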;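 note: U2OS cells stably carrying GPR55 and arrestin-GFP stimulated by 5 µM LPI near EC80; imaged beta-arrestin-GFP aggregate spots per cell after agonist stimulation; plate controls were LPI-stimulated DMSO wells for no effect and DMSO wells without LPI for full effect; some results filed as inactive read as strong as hits; confirmed hits need IC50 under 10 µM and bright autofluorescent wells are also inconclusive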
GPR55 beta-arrestin = GPR55 agonists via beta-arrestin recruitment, primary screen, imaging, U2OS cells, beta-arrestin-GFP redistribution (AID 1961); G-protein coupled receptor 55 (Homo sapiens); U2OS GPR55 beta-arrestin-GFP redistribution imaging; higher % means a stronger effect; one-dose activation, % at 10 µM; EC50 in µM for titrated hits; 290,000 compounds, 0.048% hits;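 active = activation above 40% with more than 50 cells counted in the well; inconclusive = wells holding fewer than 50 cells, flagged as toxic or sparse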;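 note: U2OS osteosarcoma cells stably expressing GPR55 and beta-arrestin-GFP; plate controls were DMSO negative control for no effect and LPI positive control for full effect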
GPR35 arrestin U2OS = GPR35 antagonists blocking zaprinast-driven arrestin recruitment, primary screen, imaging, U2OS, beta-arrestin-GFP, zaprinast agonist (AID 2058) | G-protein coupled receptor 35 (Homo sapiens) | U2OS GPR35 beta-arrestin-GFP translocation imaging, zaprinast antagonism; higher % means a stronger effect | inhibition, % at 10 µM; hits with a dose series show IC50 in µM | 290,000 compounds, 0.052% hits;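 active = inhibition of at least 50% with at least 30 cells and total cytoplasm GFP at most 10,000,000; inconclusive = under 30 cells or total GFP of 10,000,000 plus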
NTR1 ag = agonists of NTR1, primary screen, imaging, U2OS cells, beta-arrestin-GFP, high content (AID 493036); Neurotensin receptor type 1 (Homo sapiens), P30989; NTR1-U2OS beta-arrestin-GFP spot imaging, agonist mode; activation, % at 20 µM; 330,000 compounds, 0.17% hits;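 active = activation at or above 40% of the spot to cytoplasm intensity ratio, with at least 20 cells analyzed; inconclusive = wells under 20 cells, flagged as cytotoxic or low count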;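 note: 0% = DMSO without peptide and 100% = 100 nM NTR1 peptide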
Target sequence (P30989 whole entry, looked up): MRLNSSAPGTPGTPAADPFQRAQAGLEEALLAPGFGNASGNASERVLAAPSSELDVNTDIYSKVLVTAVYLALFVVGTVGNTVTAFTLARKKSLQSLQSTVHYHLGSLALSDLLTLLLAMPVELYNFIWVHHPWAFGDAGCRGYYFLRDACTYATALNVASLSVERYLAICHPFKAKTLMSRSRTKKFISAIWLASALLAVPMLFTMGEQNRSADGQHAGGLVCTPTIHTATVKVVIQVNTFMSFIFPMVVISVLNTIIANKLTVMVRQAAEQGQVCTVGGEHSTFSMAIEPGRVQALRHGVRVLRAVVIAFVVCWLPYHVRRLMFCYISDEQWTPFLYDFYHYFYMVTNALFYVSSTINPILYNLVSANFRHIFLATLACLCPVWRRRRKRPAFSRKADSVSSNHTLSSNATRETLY
NS5 inhibitors = Dengue-2 NS5 methyltransferase inhibitors, primary screen, biochemical, confirmation dose response (AID 588689); Genome polyprotein (Dengue virus type 2 (strain 16681-PDK53)); Dengue-2 NS5 methyltransferase capping enzyme assay, biochemical; higher % means a stronger effect; one-dose inhibition, % at 25 µM; IC50 in µM for titrated hits; 340,000 compounds, 0.3% hits; in the data active = a potency from the dose series; inconclusive = inhibition above about 29% without an active follow-up result
AID2073 = inhibitors of Mint1-CaV2.2 protein interaction, biochemical, HTRF (AID 2073) | HTRF protein-protein interaction, Mint1-CaV2.2; higher % means a stronger effect | 290,000 compounds, 0.19% hits | Voltage-dependent N-type calcium channel subunit alpha-1B (Homo sapiens) | inhibition, % at 20 µM; hits with a dose series show IC50 in µM; in the data active = inhibition mostly above about 51%, no sharp cut-off; inconclusive = no clear call, values can overlap the other calls; inactive = mostly below about 53%; note: some results filed as inactive read as strong as hits
Large T inhibition = SV40 large T antigen inhibitors, biochemical (AID 1903). SV40 large T antigen ATPase/helicase inhibition assay; higher % means a stronger effect. inhibition, % at 20 µM, or IC50 in µM where a hit was titrated. 310,000 compounds, 0.39% hits; in the data active = a potency from the dose series; inconclusive = inhibition mostly from about 32% at the one dose, without a potency; inactive = the rest, 99 in 100 with inhibition below about 32%; note: strong numbers were not always called active
Yfh1-off respiration = enhancers of respiration in Yfh1-depleted yeast, dose response, Friedreich's ataxia, plus single-dose screen (AID 1465); S. cerevisiae Yfh1-off respiration, WST-1 reduction, 72 h; higher fold induction means a stronger effect; fold induction at 50 µM; hits with a dose series show EC50 in µM; 220,000 compounds, 0.074% hits;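 active = fold induction of absorbance versus untreated yeast above a set limit, then at least 30% activation at any dose in follow-up; inconclusive = repeats straddling the limit, or above it without dose testing; inactive = fold induction below the set limit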;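 note: activators that raise dye reduction in frataxin-depleted yeast; strong numbers were not always called active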
NTR1 ag cell count 20 µM = second read-out of NTR1 ag, no call of its own (marks repeat the call); cell count; measured here: cell count, cytotoxicity flag
NS5 inhibitors pilot replicate = further read-out of NS5 inhibitors, marked with its call; inhibition, %; measured here: pilot screen replicate inhibition
An asterisk follows results filed as active; i = inactive; ? = inconclusive; / = no result given; & = joins results of further samples.

The first three compounds, to show the layout:
SMILES	MgcRacGAP inhibition	GPR55 LPI antagonism	GPR55 beta-arrestin	GPR35 arrestin U2OS	NTR1 ag	NTR1 ag cell count 20 µM	NS5 inhibitors	AID2073	Large T inhibition	Yfh1-off respiration	others
CC(C)(O)C(O)COc1c2ccoc2cc2oc(=O)ccc12 (stereo unspecified)	11%	4%	0.2%	-11%	-1.1	95	4%	22%	12%	i
CNc1nc(=S)[nH]c2ccccc12	10%	-6%	0.0%	-2%	0.4	63	1%	-82%	9%	i
COc1ccc(OCCN2CCOCC2)cc1	29%	-4%	-0.1%	10%	-0.5	65	-6%	5%	22%	/

The listing (from the top)
SMILES	MgcRacGAP inhibition	GPR55 LPI antagonism	GPR55 beta-arrestin	GPR35 arrestin U2OS	NTR1 ag	NTR1 ag cell count 20 µM	NS5 inhibitors	AID2073	Large T inhibition	Yfh1-off respiration	others
CC(C)(O)C(O)COc1c2ccoc2cc2oc(=O)ccc12 (stereo unspecified)	11%	4%	0.2%	-11%	-1.1	95	4%	22%	12%	i
CNc1nc(=S)[nH]c2ccccc12	10%	-6%	0.0%	-2%	0.4	63	1%	-82%	9%	i
COc1ccc(OCCN2CCOCC2)cc1	29%	-4%	-0.1%	10%	-0.5	65	-6%	5%	22%	/
O=C1CN(c2ccccc2)C(=S)N1C(=O)c1ccc(Br)cc1	14%	6%	0.3%	10%	1.7	61	/	-14%	3%	/
C#CCNC(=O)C1=C[C@H](C(C)(C)C)C[C@H](OCc2ccc(CO)cc2)O1	9%	-4%	0.1%	-21%	0.6	61	-1%	-6%	3%	i
CCCS(=O)(=O)N1CCCC(C(=O)NCc2ccco2)C1 (stereo unspecified)	18%	-8%	0.0%	1%	0.3	39	5%	3%	13%	i
COC(=O)c1cc(NC(=O)CC2C(=O)NCCN2C(=O)c2ccccc2)cc(C(=O)OC)c1 (stereo unspecified)	4%	-6%	0.0%	4%	1.2	47	-14%	-2%	0%	i
COc1ccc(-c2noc(CN(C)C3CCOCC3)n2)cc1	-1%	-1%	-0.1%	13%	0.1	56	-11%	3%	/	i
C[C@H]1CCC[C@]2(C)C[C@H]3OC(=O)C(CN4CCCCCC4)[C@H]3C=C12 (stereo partly specified)	11%	8%	-0.1%	20%	1.4	43	-6%	-4%	25%	/
COCC(=O)NC1CC(C)(C)Cc2c1cnn2-c1ccc(F)cc1 (stereo unspecified)	-16%	-1%	-0.3%	-4%	-0.6	66	-6%	-3%	2%	/
CCOC(=O)c1c(C)nc2c(c1C)/C(=N/O)CC(C)(C)C2	4%	0%	-0.1%	-7%	0.8	48	-4%	1%	7%	i
O=C(Nc1ncc(Cc2cccc(Cl)c2Cl)s1)c1ccc([N+](=O)[O-])cc1	-3%	-10%	-0.1%	6%	3.7	75	-6%	0%	3%	i
CCN1CCN(CCNC(=O)c2ccc(/C=C3/Sc4ccccc4N(Cc4ccccc4C)C3=O)cc2)CC1	9%	18%	1.1%	38%	/	/	5%	8%	11%	i
CN(C(=O)Cn1cnc2ccccc2c1=O)C1CCS(=O)(=O)C1 (stereo unspecified)	1%	/	/	/	-0.7	50	4%	/	16%	/
N=C1/C(=C\c2coc3ccc(O)cc3c2=O)C(=O)N=C2SC=CN12	25%	4%	-0.1%	-8%	2.3	49	?	42%	16µM*	i
COc1cccc(NC(=O)CN(C)CC(=O)Nc2ccc(Br)cc2)c1	9%	-1%	-0.3%	-4%	1.1	48	-1%	-6%	18%	i
COc1ccc(N2C(=O)CC(NNC(=O)c3ccco3)C2=O)cc1 (stereo unspecified)	4%	12%	0.9%	8%	-0.2	64	-5%	-5%	4%	i
CC(=O)c1c(C)[nH]c(C(=O)Nc2cc(S(=O)(=O)N(C)C)ccc2C)c1C	8%	-8%	0.1%	-2%	0.7	57	3%	-6%	13%	i
O=[N+]([O-])c1ccc(S(=O)(=O)Nc2ccc3c(c2)OCCO3)cc1	17%	-24%	-0.1%	0%	-1.2	58	-5%	-5%	3%	/
CC1CC(C)CN(C(=O)CCn2c(=O)oc3ccccc32)C1 (stereo unspecified)	10%	13%	-0.2%	-4%	1.5	62	4%	44%	3%	/
CCOc1cc([N+](=O)[O-])c2nc(N)sc2c1	4%	7%	-1.5%	-4%	0.9	61	-11%	6%	14%	i
CC1(C)Cc2c(c(N3CCOCC3)nc3sc4c(=O)[nH]cnc4c23)CS1	9%	0%	0.5%	8%	2.9	60	6%	-4%	11%	i
O=C(Nc1cccc(NC(=O)c2ccc(-c3ccc(Br)cc3)o2)c1)c1ccco1	8%	4%	0.0%	3%	-0.5	89	6%	30%	7%	i	NS5 inhibitors pilot replicate=-0.3
O=C(CN1C(=O)/C(=C\C=C\c2ccccc2)SC1=S)Nc1ccc(F)cc1	9%	4%	0.1%	19%	22	56	20%	7%	11%	i
Cc1cc(NC(=O)C2CC(c3c(F)cccc3Cl)=NO2)n(-c2ccccc2)n1 (stereo unspecified)	7%	16%	-0.1%	8%	0.5	44	-11%	-3%	10%	i

Looked up by compound from the list above:
SMILES	MgcRacGAP inhibition	GPR55 LPI antagonism	GPR55 beta-arrestin	GPR35 arrestin U2OS	NTR1 ag	NTR1 ag cell count 20 µM	NS5 inhibitors	AID2073	Large T inhibition	Yfh1-off respiration	others
Cc1cc(NC(=O)C2CC(c3c(F)cccc3Cl)=NO2)n(-c2ccccc2)n1 (stereo unspecified)	7%	16%	-0.1%	8%	0.5	44	-11%	-3%	10%	i
CN(C(=O)Cn1cnc2ccccc2c1=O)C1CCS(=O)(=O)C1 (stereo unspecified)	1%	/	/	/	-0.7	50	4%	/	16%	/

(next part)
SMILES	MgcRacGAP inhibition	GPR55 LPI antagonism	GPR55 beta-arrestin	GPR35 arrestin U2OS	NTR1 ag	NTR1 ag cell count 20 µM	NS5 inhibitors	AID2073	Large T inhibition	Yfh1-off respiration	others
O=S(=O)(c1cc(C(F)(F)F)ccc1Cl)N1CCN(c2ccccn2)CC1	-10%	2%	0.6%	-8%	-0.8	54	-2%	8%	15%	i
Cc1ccc(Nc2nc(C(=O)NCc3ccco3)cs2)cc1	10%	4%	0.0%	-9%	-2.0	95	-8%	4%	8%	i	NS5 inhibitors pilot replicate=-7.3
O=C(Nc1ccc(F)cc1F)NC1CCN(S(=O)(=O)c2ccc(F)cc2)CC1	3%	-10%	0.8%	-5%	1.3	58	-6%	1%	-6%	i
CC(C(=O)Nc1ccc(C(=O)O)cc1)N1C(=O)c2ccccc2C1=O (stereo unspecified)	2%	22%	-0.2%	-3%	3.7	73	-5%	36%	11%	i	NS5 inhibitors pilot replicate=-1.2
O=C(C1=C(O)C(=O)N(CCN2CCOCC2)C1c1cccc(O)c1)c1cc2ccccc2o1 (stereo unspecified)	8%	-6%	0.3%	1%	-0.5	67	-5%	10%	/	/
CC(=O)Nc1ccc(/C=N/NC(=S)NC(C)C)cc1	3%	9%	1.2%	-5%	-1.8	67	-5%	21%	9%	i
COc1ccc(C)cc1S(=O)(=O)N(C)CC(=O)N1CCC(C)CC1	6%	1%	-0.5%	-1%	-1.0	30	-5%	8%	2%	i
CC(=O)Nc1ccc(NS(=O)(=O)c2ccc(C)cc2)c([N+](=O)[O-])c1	-9%	7%	-0.2%	12%	-1.1	36	-5%	-9%	21%	i
Nc1ccc(S(=O)(=O)NC2(C(F)(F)F)NC(=O)N(c3ccc(F)cc3)C2=O)cc1 (stereo unspecified)	1%	-7%	-0.2%	-14%	-0.3	59	-9%	14%	1%	/
Cc1ccc(NC(=O)N2CCCCCC2)cc1C	5%	-3%	-0.1%	2%	0.9	57	0%	4%	5%	/
Nc1ccc(C(=O)c2ccc3c(c2)OCCO3)cc1N	23µM*	/	/	/	1.7	72	-6%	/	/	i
Cc1nn(CC2CCCCC2)c(N)c1-c1ccccc1	4%	12%	-0.1%	-3%	0.7	33	-3%	-4%	5%	i
CC(C)(C)[C@@H]1CCC(=O)N(CC[C@H](N=[N+]=[N-])c2ccccc2)CC1	7%	2%	0.4%	21%	4.8	45	-3%	9%	8%	/
C=CCNCCOc1ccc(C)cc1[N+](=O)[O-]	2%	13%	0.2%	7%	-0.6	79	-12%	-2%	9%	i
CCOC(=O)C1=C(CSc2nc(C)cc(C)c2C#N)OC(N)=C(C#N)C1c1cccs1 (stereo unspecified)	/	-3%	-0.1%	9%	-0.2	59	/	-16%	14%	i
Cc1ccc(S(=O)(=O)c2c(C)cc(-c3ccccc3)[nH]c2=O)cc1	1%	27%	-0.3%	0%	0.1	94	-5%	4%	5%	i
O=C(CC12CC3CC(CC(C3)C1)C2)NCc1ccco1	7%	11%	-0.1%	6%	2.6	89	-6%	-6%	6%	i
O=C(NCCCc1ccc(F)cc1)C1CCC(=O)N(CC2CCCCC2)C1 (stereo unspecified)	6%	6%	0.0%	7%	-0.1	61	-4%	6%	18%	/
O=C(C1CCN(C2CCN(C/C(Cl)=C/c3ccccc3)CC2)CC1)N1CCOCC1	5%	11%	-0.3%	-3%	3.3	49	-6%	4%	8%	i
NC1=NC(c2ccc(Br)cc2)n2c(nc3ccccc32)N1 (stereo unspecified)	2%&8%	8%	-0.1%	6%	-1.0	60	-6%&-1%	0%	16%	i
O=C(/C(C=Nc1ccc(Br)cc1)=C(/O)c1ccco1)C(F)(F)F	8%	3%	0.0%	4%	/	/	1%	4%	6%	i
CC(C)CCNC(=O)NC(=O)COC(=O)CNC(=O)C1CCCCC1	3%	-9%	-0.3%	-1%	0.5	35	-5%	-10%	7%	i
O=C1CCN(Cc2ccccc2)CCN1CCO	2%	2%	0.3%	-9%	0.8	76	-1%	6%	-1%	i
